Screens as filed in PubChem.
TLR4-MyD88 BLA – inhibitors of TLR4-MyD88 association in cells, primary screen, cell-based, HeLa CL3-4, BLA complementation, FRET ratio | Toll-like receptor 4 (Homo sapiens) + Myeloid differentiation primary response protein … | HeLa CL3-4 TLR4/MyD88 BLA complementation | inhibition, % at 8.4 µM | actives 0.18% (n = 200,000) | AID 861, 2007; in the data active means inhibition above about 25%;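 further: 0% = vehicle and 100% = reference inhibitor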
Target sequence (O00206 whole entry, looked up): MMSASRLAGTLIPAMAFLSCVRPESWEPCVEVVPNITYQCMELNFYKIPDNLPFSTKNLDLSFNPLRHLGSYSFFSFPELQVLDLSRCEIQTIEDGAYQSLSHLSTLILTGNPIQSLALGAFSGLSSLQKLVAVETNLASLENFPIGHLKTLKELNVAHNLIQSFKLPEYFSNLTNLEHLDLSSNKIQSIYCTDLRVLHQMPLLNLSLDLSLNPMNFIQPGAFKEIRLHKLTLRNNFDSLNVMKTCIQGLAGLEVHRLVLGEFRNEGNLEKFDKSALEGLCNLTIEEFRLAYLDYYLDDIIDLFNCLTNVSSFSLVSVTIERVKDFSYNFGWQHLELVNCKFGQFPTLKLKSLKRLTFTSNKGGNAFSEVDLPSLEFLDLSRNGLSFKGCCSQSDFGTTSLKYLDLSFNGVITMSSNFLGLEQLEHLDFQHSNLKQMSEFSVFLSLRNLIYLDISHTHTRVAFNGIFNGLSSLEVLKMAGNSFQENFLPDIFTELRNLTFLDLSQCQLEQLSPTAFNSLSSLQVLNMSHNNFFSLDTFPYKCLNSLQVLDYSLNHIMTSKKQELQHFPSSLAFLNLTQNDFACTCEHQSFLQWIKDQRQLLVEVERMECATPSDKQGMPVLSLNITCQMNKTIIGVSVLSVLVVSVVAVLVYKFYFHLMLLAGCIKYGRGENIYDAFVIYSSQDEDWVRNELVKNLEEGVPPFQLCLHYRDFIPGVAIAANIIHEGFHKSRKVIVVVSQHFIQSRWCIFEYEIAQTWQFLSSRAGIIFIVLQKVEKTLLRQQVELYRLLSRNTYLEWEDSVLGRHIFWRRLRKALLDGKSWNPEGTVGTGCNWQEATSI
Target sequence (Q99836 whole entry, looked up): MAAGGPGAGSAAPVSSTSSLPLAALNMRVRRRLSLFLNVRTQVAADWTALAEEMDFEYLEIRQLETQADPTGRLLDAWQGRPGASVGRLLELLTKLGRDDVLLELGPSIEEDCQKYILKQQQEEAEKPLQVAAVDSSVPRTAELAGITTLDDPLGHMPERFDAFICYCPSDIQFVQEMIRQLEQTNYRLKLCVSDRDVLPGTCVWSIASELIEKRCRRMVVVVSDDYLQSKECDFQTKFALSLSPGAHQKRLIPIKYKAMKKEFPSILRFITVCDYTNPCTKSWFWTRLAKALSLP
RAM inhibit – inhibitors of the yeast RAM network, primary screen, dse1pr::URA3 reporter, 5-FOA selection; S. cerevisiae dse1pr::URA3 reporter, 5-FOA growth OD615, 2 d; analog-sensitive cbk1-as2 kinase mutant strain; inhibition, % at 50 µM; actives 1.8% (n = 190,000); AID 868, 2007;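 active means inhibition above a set limit, 3 SD over mean compound inhibition, cut at about 8.4% in these data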;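 further: 0% = DMSO-only wells with no growth and 100% = 10 µM 1-NA-PP1 full growth; inhibition rescues growth on 5-FOA so higher OD means more RAM inhibition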
Lmaj promast – Leishmania major promastigote growth inhibition, primary screen; inhibition, % at 10 µM; AID 1063, 2008; actives 9% (n = 200,000); Leishmania major promastigotes, resazurin fluorescence viability;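 further: promastigotes grown with compound for 44 hours at 28 °C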
PMI act hi M6P – human PMI activators, high substrate, primary screen, biochemical, fluorescence intensity, near-saturating mannose 6-phosphate; Mannose-6-phosphate isomerase (Homo sapiens), P34949; coupled PMI enzyme assay, resazurin fluorescence, 20 min; stronger effect = higher value; 1 = untreated enzyme, 0 = substrate-free blank; activation factor at 20 µM; actives 0.34% (n = 190,000);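 active means activation factor of 2 or more at 20 µM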
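assay system = human phosphomannose isomerase with PGI, G6PDH, diaphorase coupling enzymes | quantity = 15 ng/mL PMI | incubation = enzyme reaction with compound 20 min at room temperature | medium = HEPES pH 7.4 buffer with MgCl2 and Tween-20 | compound dosing = one concentration, 20 µM, in 1% DMSO | measured by = Diaphorase-driven resazurin-to-resorufin fluorescence, excitation 544, emission 590 nm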
Hsp70 act – Hsp70 transcriptional activators, primary screen, cell-based, HeLa, Hsp70 promoter luciferase, luminescence, 10 µM; HeLa Hsp70 promoter luciferase reporter; scaled: vehicle 0, proteasome-inhibitor control 100%; actives 0.04% (n = 200,000); activation, % at 10 µM;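 active means activation above the mean across all tested compounds plus 3 SD, cutoff set per campaign, cut at about 5.5% in these data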;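 further: 100% = MG132 at 30 µM as the positive control and 0% = DMSO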
PMI act – activators of human PMI, primary screen, biochemical, fluorescence intensity, near-Km mannose 6-phosphate. AID 1214, 2008. Mannose-6-phosphate isomerase (Homo sapiens), P34949. actives 0.005% (n = 190,000). activation factor at 20 µM. purified human PMI, coupled resazurin fluorescence, 20 min; stronger effect = higher value; 1 = vehicle control, 0 substrate-free wells;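 active means activation factor of 2 or more at 20 µM, relative to plate controls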
Diaph act CS – compounds boosting diaphorase resazurin reduction – biochemical, uHTS, resorufin fluorescence, counter-screen for diaphorase-coupled primary assays, primary screen. activation factor at 20 µM. actives 0.005% (n = 190,000). Diaphorase/resazurin coupled assay, 16 min; stronger effect = higher value; 1 = vehicle wells, 0 = NADH-free wells;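 active means diaphorase activity raised at least twofold by the compound at 20 µM; inactive means activation factor below 2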
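Test system: Clostridium kluyveri diaphorase, purified enzyme; input: enzyme 0.07 U/mL final; buffer or medium: 50 mM HEPES pH 7.4 with 4.542 mM MgCl2, 0.005% Tween 20; also added: 0.114 mM NADH and 0.1 mM resazurin, final amounts; schedule: 16 min enzyme reaction, ambient temperature; technique: fluorescence of resorufin, 544 nm excitation, 590 nm emission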
G6PDH CS – L. mesenteroides G6PDH inhibitors, counter-screen for G6PDH-coupled screening assays, biochemical, Leuconostoc mesenteroides enzyme. Purified L. mesenteroides G6PDH, diaphorase/resazurin coupled fluorescence, 45 min. AID 1020, 2008. inhibition, % at 5 µM. glucose-6-phosphate dehydrogenase [Leuconostoc mesenteroides]. actives 0.12% (n = 200,000)
Redox H2O2 prof – compounds producing H2O2 with reducing agent – biochemical, NIH compound library profiling, artefact control for MLSCN library redox annotation, primary screen; DTT-dependent redox cycling H2O2, phenol red/HRP absorbance; 100% = 100 µM peroxide control, 0% = buffer; activation, % at 10 µM; actives 0.03% (n = 200,000); AID 878, 2007;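 active means activation of at least 50% relative to the plate's high and low controls in the primary single-dose screen; inactive means activation below 50%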;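 further: compound incubated with DTT at 0.8 mM final as the reducing agent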
Diaph inh CS – diaphorase inhibitors and chemical oxidizers, primary screen, counter-screen for diaphorase-coupled primary assays, biochemical, uHTS, resorufin fluorescence; inhibition, % at 20 µM; actives 0.69% (n = 190,000); diaphorase resazurin-to-resorufin fluorescence, NADH, 16 min; bacterial (C. kluyveri) enzyme, not human;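 active means primary screen inhibition at 20 µM above a set limit, cut at about 50% in these data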;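 further: plate controls were DMSO with full reaction for no effect and wells lacking NADH for full effect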
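Test system: Clostridium kluyveri diaphorase enzyme / Quantity: diaphorase at 0.14 U/mL in enzyme working solution / Incubation: 16-min room-temperature incubation before reading / Benchmarks: NADH-free wells as positive control, DMSO-only neutral wells / Signal: resorufin fluorescence 544/590 nm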
S1P3 antag – S1P3 receptor antagonists, primary screen, cell-based; inhibition, % at 4.98 µM; CHO S1P3 NFAT-BLA reporter, FRET fluorescence, antagonist mode; actives 0.27% (n = 170,000); Sphingosine 1-phosphate receptor 3 (Homo sapiens), Q99500; AID 485, 2006;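 active means inhibition above the plate cutoff, the mean inhibition of test wells on that plate plus 3 SD, cut at about 28% in these data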;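 further: cells challenged with S1P at its EC80 of 0.8 µM; blue over green emission ratio from cleaved BLA substrate after 4 h stimulation; 0% = S1P-stimulated wells and 100% = unstimulated DMSO-only wells; some compounds past the cut are filed as inactive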
Active calls of the source: *; / = not tested or not shown. Unless noted, no stated cut-off is given here; in the data, active means inhibition above about 50%; inactive means the rest.

SMILES	TLR4-MyD88 BLA	RAM inhibit	Lmaj promast	PMI act hi M6P	Hsp70 act	PMI act	Diaph act CS	G6PDH CS	Redox H2O2 prof	Diaph inh CS	S1P3 antag
COc1ccc(NC(=O)C2CCN(C(=O)NCc3ccccc3)CC2)cc1	6	1.7	-6	0.9	-0.2	1	0.8	7	0.4	24	5
Cc1cc(C(=O)CN(Cc2ccc(F)cc2)S(=O)(=O)c2ccc3c(c2)OCCO3)c(C)n1C	-5	4.9	39	0.8	-0.2	0.8	0.7	3	-10	27	9
CN1CCN(c2oc(-c3ccco3)nc2S(=O)(=O)c2ccccc2)CC1	16	0.3	1	0.9	0.0	1	0.9	7	-3.7	14	9
CC1Cc2ccccc2N1CC(=O)Nc1ccc(Cl)c(S(=O)(=O)N(C)C)c1 (stereo unspecified)	-14	2.8	20	0.9	0.1	1	0.8	10	-0.7	23	-14
Cc1ccc2c(c1)C1CN(C)CCC1N2C(=O)c1ccccc1NS(=O)(=O)c1ccc(F)cc1 (stereo unspecified)	2	1.8	-6	1	-0.3	0.9	0.9	-7	0.4	7	-3
CCOC(=O)N1CCN(C(=O)c2cc(S(=O)(=O)N3CCCC3)cn2C)CC1	-17	0.7	-3	1	-0.4	1	1	14	0.3	2	-10
CC(C)(C)C(=O)NC1CCN(S(=O)(=O)c2ccccc2F)CC1	8	0.8	1	1	0.3	0.9	1	6	-0.2	5	26
CC(C)CN(CC(C)C)C(=O)C12CCC(C)(C(=O)C1)C2(C)C (stereo unspecified)	-6	1.4	0	0.9	0.0	0.9	0.9	-18	2.4	5	22
CCOc1ccc(C(O)c2nccn2Cc2ccccc2)cc1 (stereo unspecified)	13	2.3	14	1	0.7	0.9	0.8	2	-3.8	15	-41
CCc1ccccc1NC(=O)C1NC(=O)CC1c1ccccc1 (stereo unspecified)	-5	-0.6	-5	1	0.2	1	0.9	8	-0.4	11	/
Cc1cccc(NS(=O)(=O)c2cc(NC(=O)CC(=O)c3ccc([N+](=O)[O-])cc3)ccc2C)c1	-2	2.3	19	1.1	-0.2	1	1	7	-1.3	3	-5
CN(C)c1ccnc(N(Cc2ccccc2)Cc2ccccc2)c1C#N	-13	2.2	98*	0.9	-0.1	0.9	0.8	-3	0.8	25	/
CC(C)OC(=O)CSc1nnc(-c2ccco2)n1N	-11	0.9	-1	1	-0.2	0.9	0.8	-6	0.8	17	-34
CC1=C/C(=N\N=C2\NC(=O)C(CC(=O)Nc3ccccc3F)S2)CC(C)(C)C1 (stereo unspecified)	5	-1.1	7	0.8	-0.2	0.8	0.8	3	-0.4	19	-2
CC(C)COC(=O)/C(C#N)=C/c1cn(Cc2ccccc2)c2ccccc12	-11	19*	-3	1.2	-0.1	1.1	1.1	-8	-0.1	-7	-7

Records listed above printed as active in RAM inhibit:
SMILES | TLR4-MyD88 BLA | RAM inhibit | PMI act hi M6P | Hsp70 act | PMI act | Redox H2O2 prof | S1P3 antag
CC(C)COC(=O)/C(C#N)=C/c1cn(Cc2ccccc2)c2ccccc12 | -11 | 19* | 1.2 | -0.1 | 1.1 | -0.1 | -7

Next section.
SMILES	TLR4-MyD88 BLA	RAM inhibit	Lmaj promast	PMI act hi M6P	Hsp70 act	PMI act	Diaph act CS	G6PDH CS	Redox H2O2 prof	Diaph inh CS	S1P3 antag
COc1ccc(NC(=O)Nc2cccc([N+](=O)[O-])c2)cc1Cl	3	2.5	98*	0.9	-0.3	0.9	1	-29	0.5	4	13
O=C(CSc1nnc2c(Cl)cc(C(F)(F)F)cn12)NCc1ccc(F)cc1	2	2.3	-3	0.8	-0.3	0.9	0.7	-1	-0.3	29	-3
COc1ccc(C(=O)/C=C/c2ccc(O)cc2)c(O)c1CC=C(C)C	-6	24*	7	1	-0.2	1	0.8	18	0.3	16	-6
Cc1cc2c(c(SCC(=O)Nc3ccc(C)c(C)c3)n1)C(=O)OC2	13	2.6	-1	1.1	0.1	1.2	1.2	7	-0.8	-19	0
CC1(C)Cc2ccccc2C2=NNC(=O)C2=N1	0	-0.5	100*	0.2	0.1	0.2	0.3	52*	-1.4	69*	-14
COc1cc(CN2CC(C)OC(C)C2)cc(OC)c1 (stereo unspecified)	-3	/	-4	/	-0.6	/	/	/	-0.8	/	14
Cc1cc(C)n(-c2nc3ccccc3s2)n1	-10	2.8	-14	1	-0.1	0.9	0.8	11	-0.6	18	-3
Cc1cccc(NC(=S)NNC(=S)NCc2ccccc2)c1	5	3.5	-6	1	0.2	0.9	0.9	4	0.0	13	/
CCOc1ccccc1C(=O)OCC(=O)Nc1cc(Cl)ccc1Oc1ccccc1	2	7.0	7	0.9	-0.4	0.8	0.7	-21	0.4	26	-2
CC1CC(C)(C)NC(=S)N1CCC(=O)N1c2ccccc2CC1C (stereo unspecified)	-3	2.8	24	1.1	0.0	1.1	0.9	0	-1.1	5	-15
CSc1nnc(Nc2ccccc2C)s1	6	-0.5	0	1	-0.4	0.9	1	-3	0.2	3	/
O=C(CN(Cc1ccccc1)S(=O)(=O)c1ccccc1)N/N=C/c1ccc2c(c1)OCO2	-13	-0.5	63*	0.9	-0.4	0.9	0.9	4	1.3	13	/
CCc1ncc(C(O)c2cccc(OC)c2OC)n1C (stereo unspecified)	-2	2.4	-4	0.9	-0.2	0.9	0.8	4	4.9	16	-9
O=C(NC1CCCCC1)Oc1cccc2ccccc12	-3	1.6	-1	0.4	-0.4	0.7	0.7	52*	-0.2	28	-9
Oc1ccccc1/C=N/n1c(-c2cccs2)n[nH]c1=S	-11	2.3	-8	0.9	0.0	0.9	0.6	3	-4.8	35	/
O=C(Nc1ccccc1)c1ccccc1N=Cc1ccccc1O	-14	-0.4	-6	1	-0.1	1	0.9	18	0.0	7	7
O=[N+]([O-])c1ccccc1/C=C\C=N\N1CCN(c2ccccc2)CC1	12	0.8	-7	0.9	-0.2	0.9	0.9	-5	0.0	11	-5
CC(C)C(NC(=O)OC(C)(C)C)C(=O)NC(CCC(=O)OCc1ccccc1)C(N)=O (stereo unspecified)	-1	0.5	-3	1	0.1	1	0.9	6	-0.8	6	-27
Cc1ccc(-c2nn(C)c(=O)c3ccccc23)cc1CNC(=O)CSc1nc2ccccc2o1	-4	1.0	10	1	-0.2	1	0.9	3	-3.1	10	/
Cc1cc(O)c(C=O)c2c1C(=O)Oc1c(CO)c(O)c3c(c1O2)C(O)OC3=O (stereo unspecified)	-11	4.7	-17	0.6	0.3	0.7	0.3	21	0.0	75*	-11
Clc1ccccc1-c1ncnc2ccc(Br)cc12	-12	-0.8	4	1	-0.2	1	0.9	3	-0.9	10	-27
COc1ccc(C(=O)C(C)N(C(=O)c2ccc(Cl)cc2Cl)N2C(=O)C3C4C=CC(C4)C3C2=O)cc1 (stereo unspecified)	0	3.7	90*	0.9	-0.2	0.9	0.8	4	-1.4	21	/
COc1ccc(NC(=S)N(CCCN2CCCC2)Cc2cccs2)cc1	-11	0.9	80*	0.9	-0.3	1	1	10	-0.8	4	-4
c1ccc(-c2ccccc2-c2nc(-c3cccnc3)no2)cc1	-11	-1.2	17	1	0.1	0.9	0.8	1	-0.6	16	-12
CCOc1ccccc1Nc1nnc(SCC(=O)NC(=O)c2cccn2C)s1	-16	2.7	56*	0.9	-0.3	0.9	0.9	3	-0.1	13	-13

In the list so far, these contain four or more nitrogen atoms:
SMILES	TLR4-MyD88 BLA	RAM inhibit	Lmaj promast	PMI act hi M6P	Hsp70 act	PMI act	Diaph act CS	G6PDH CS	Redox H2O2 prof	Diaph inh CS	S1P3 antag
CCOC(=O)N1CCN(C(=O)c2cc(S(=O)(=O)N3CCCC3)cn2C)CC1	-17	0.7	-3	1	-0.4	1	1	14	0.3	2	-10
CN(C)c1ccnc(N(Cc2ccccc2)Cc2ccccc2)c1C#N	-13	2.2	98*	0.9	-0.1	0.9	0.8	-3	0.8	25	/
CC(C)OC(=O)CSc1nnc(-c2ccco2)n1N	-11	0.9	-1	1	-0.2	0.9	0.8	-6	0.8	17	-34
CC1=C/C(=N\N=C2\NC(=O)C(CC(=O)Nc3ccccc3F)S2)CC(C)(C)C1 (stereo unspecified)	5	-1.1	7	0.8	-0.2	0.8	0.8	3	-0.4	19	-2
O=C(CSc1nnc2c(Cl)cc(C(F)(F)F)cn12)NCc1ccc(F)cc1	2	2.3	-3	0.8	-0.3	0.9	0.7	-1	-0.3	29	-3
Cc1cccc(NC(=S)NNC(=S)NCc2ccccc2)c1	5	3.5	-6	1	0.2	0.9	0.9	4	0.0	13	/
Oc1ccccc1/C=N/n1c(-c2cccs2)n[nH]c1=S	-11	2.3	-8	0.9	0.0	0.9	0.6	3	-4.8	35	/
O=[N+]([O-])c1ccccc1/C=C\C=N\N1CCN(c2ccccc2)CC1	12	0.8	-7	0.9	-0.2	0.9	0.9	-5	0.0	11	-5
Cc1ccc(-c2nn(C)c(=O)c3ccccc23)cc1CNC(=O)CSc1nc2ccccc2o1	-4	1.0	10	1	-0.2	1	0.9	3	-3.1	10	/
CCOc1ccccc1Nc1nnc(SCC(=O)NC(=O)c2cccn2C)s1	-16	2.7	56*	0.9	-0.3	0.9	0.9	3	-0.1	13	-13
